Assay outcomes deposited in PubChem by National Center for Advancing Translational Sciences (NCATS).
Epigenetic derep = regulators of epigenetic silencing causing reporter derepression in mouse cells; murine LDR cells, GFP reporter derepression, 30 h; Potency, µM (doses to about 53.9 µM), without a hit: at the highest dose GFP activation, hits mostly activators; 0.2% of 280,000 active; AID 1865; also: potency is read from the fitted curve at half-maximal effect; % of control where 0% means no effect; nearly all actives have a fitted effect of over 60% in size
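Reporter derepression read as number of fluorescent GFP-positive objects, 20-120 um in size, counted by laser-scanning cytometer. Mouse LDR line with an epigenetically silenced CMV-GFP locus; compound incubation 30 h, 37 C.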
HTT aggregate = inhibitors of mutant huntingtin aggregate formation in PC12 cells; Potency, µM (titrated, usually from 46.1 µM), without a hit: top-dose activity change, negative = inhibition, hits mostly inhibitors; 1.1% of 220,000 active; PC12 HttQ103-GFP aggregates, Acumen cytometry, 40 h; also: potency is read from the fitted curve at half-maximal effect; % is scaled to controls: 0 for no effect and ±100 for the full control effect; nearly all actives have a fitted effect of over 60% in size
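Inducible Q103 Huntingtin exon 1–GFP PC12 line, 1500 cells/well in phenol red free DMEM with 5% equine and 5% calf serum. Tebufenozide 100 nM induced expression; compounds titrated; aggregates quantified by cytometry.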
CBFb-RUNX1 inh = CBF-beta/RUNX1 interaction disruption; AlphaScreen CBFb-His/RUNX1-biotin binding, biochemical; Q01196+Q13951; Potency, µM (top dose mostly 59.8 µM), inactives show at the highest dose activity, negative = inhibition, actives largely listed as inhibitors; 230,000 tested, under 10 active; also: % of control where 0% means no effect
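AlphaScreen binding: CBFb-His and RUNX1-biotin (30 nM each) preincubated 20 min, compound added for 15 min, then nickel and streptavidin beads for 90 min, all at room temperature. Disruption of the interaction by any mechanism counts as activity.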
L3MBTL1 block = inhibitors of human L3MBTL1; Q9Y468; Potency, µM (top dose mostly 57.1 µM), inactives show at the highest dose activity, negative = inhibition, hits mostly inhibitors; AlphaScreen L3MBTL1–H3K9me1 peptide binding; 0.66% of 230,000 active; also: potency is read from the fitted curve at half-maximal effect; % is scaled to controls: 0 for no effect and ±100 for the full control effect; nearly all actives have a fitted effect of over 60% in size
Target sequence (Q9Y468 whole entry, looked up): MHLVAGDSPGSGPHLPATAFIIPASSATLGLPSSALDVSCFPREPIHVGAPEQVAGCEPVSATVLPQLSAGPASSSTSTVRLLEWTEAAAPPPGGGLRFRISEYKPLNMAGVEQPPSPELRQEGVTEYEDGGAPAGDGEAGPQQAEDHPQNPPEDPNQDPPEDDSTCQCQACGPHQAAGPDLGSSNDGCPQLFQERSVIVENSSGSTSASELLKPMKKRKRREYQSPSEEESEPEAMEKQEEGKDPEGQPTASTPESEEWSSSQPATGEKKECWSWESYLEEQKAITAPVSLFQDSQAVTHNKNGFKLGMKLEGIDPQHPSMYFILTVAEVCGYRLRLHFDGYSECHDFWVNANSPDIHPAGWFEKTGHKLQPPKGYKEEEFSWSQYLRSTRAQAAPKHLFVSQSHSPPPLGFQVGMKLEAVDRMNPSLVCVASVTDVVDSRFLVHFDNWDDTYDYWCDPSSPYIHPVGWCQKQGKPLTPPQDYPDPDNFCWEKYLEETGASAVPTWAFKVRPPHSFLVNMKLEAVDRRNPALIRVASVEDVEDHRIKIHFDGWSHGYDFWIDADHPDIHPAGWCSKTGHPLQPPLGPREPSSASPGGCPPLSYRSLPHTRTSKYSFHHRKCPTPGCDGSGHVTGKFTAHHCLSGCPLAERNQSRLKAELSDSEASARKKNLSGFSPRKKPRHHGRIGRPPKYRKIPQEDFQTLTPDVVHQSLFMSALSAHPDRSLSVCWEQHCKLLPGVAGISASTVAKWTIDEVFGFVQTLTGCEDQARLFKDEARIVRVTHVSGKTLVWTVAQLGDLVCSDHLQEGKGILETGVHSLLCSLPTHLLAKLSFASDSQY
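AlphaScreen proximity signal between nickel-chelate acceptor and streptavidin donor beads (final 10 ug/mL) reports binding of 50 nM L3MBTL1 to 75 nM biotin-H3 K9me1 peptide; complex incubated with compounds 30 min at room temperature; cefsulodin titration as control.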
IMPase Li inh = cell-permeable IMPase inhibitors with lithium potentiation. CHO-M1 cells, IP1 TR-FRET (IP-One), carbachol + lithium. Potency, µM (doses to about 59.4 µM), without a hit: at the top dose activity, negative = IMPase inhibition, usual class: inhibitors. 0.35% of 210,000 active. AID 1457;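 also: IP1 builds up when IMPase is blocked and the TR-FRET signal falls; potency is read from the fitted curve at half-maximal effect; plate controls were basal vehicle for no effect and high inhibitor control for full effect; nearly all actives have a fitted effect of over 50% in size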
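IP1 accumulation measured by competitive TR-FRET in lysed CHO-M1 cells after 30 min compound exposure at 37C, with a small lithium addition to potentiate weak responses. Hill-equation AC50 from ratio and donor-channel data.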
Numbers without * were called inactive; ? = inconclusive; nt = no result given; [ ] = dose if it differs, or a comment. Calls follow the shape of the dose curve; as a rule, active = well fitted curve in the direction sought with a large enough effect; inconclusive = small, poorly fitted or top-dose-only effect, or another doubt; inactive = no such curve, though single readings can be large; an effect the other way counts as inactive or inconclusive. Not all compounds are listed. The share of hits here may be higher or lower than overall.

Value order: Epigenetic derep	HTT aggregate	CBFb-RUNX1 inh	L3MBTL1 block	IMPase Li inh
- COc1cc2c(c(OC)c1OC)-c1c(cc(OC)c(OC)c1OC)CC(C)C(C)C2 (centres undefined)
→ nt	nt	12%	nt	nt
- C/C(=C(/CCO)SS/C(CCO)=C(\C)N(C=O)Cc1cnc(C)nc1N)N(C=O)Cc1cnc(C)nc1N
→ nt	15%	nt	nt	nt
- NCc1ccccc1Sc1ccccc1CO
→ nt	18%	nt	nt	nt
- O=C(CCN1CCN(CCO)CC1)N1c2ccccc2Sc2ccc(C(F)(F)F)cc21
→ nt	4%	nt	nt	nt
- N#C/C(=C1/SCC(c2ccccc2Cl)S1)n1ccnc1 (centres undefined)
→ nt	1%	nt	nt	nt
- CN(c1nccc(=O)[nH]1)C1CCN(c2nc3ccccc3n2Cc2ccc(F)cc2)CC1
→ nt	4%	nt	nt	nt
- C[C@@H]1CC2[C@@H]3C[C@H](F)C4=CC(=O)C(Cl)=C[C@]4(C)[C@@]3(F)[C@H](O)C[C@]2(C)[C@@]1(O)C(=O)CO (some centres undefined)
→ nt	10%	nt	nt	nt
- CCOC(=O)[C@H](CCc1ccccc1)N[C@@H](C)C(=O)N1C(=O)N(C)C[C@H]1C(=O)O
→ nt	4%	nt	nt	nt
- CCOC(=O)c1ccccc1O
→ nt	10%	nt	nt	nt
- C=CCCCCCCCCC(=O)OC
→ nt	10%	nt	nt	nt
- CCCCCCCCCCCCCCCC[N+](C)(C)Cc1ccccc1
→ nt	?	nt	nt	nt
- COC(=O)C1=C(C)NC(C)=C(C(=O)OCCN2CCN(C(c3ccccc3)c3ccccc3)CC2)C1c1cccc([N+](=O)[O-])c1 (centres undefined)
→ nt	-26%	nt	nt	nt
- O=C(NCCCN1CCOCC1)c1ccc(Cl)cc1
→ nt	30%	nt	nt	nt
- CC(=O)Nc1ccc(OC(=O)c2ccccc2OC(C)=O)cc1
→ nt	-2%	nt	nt	nt
- Cc1nc2c3ccccc3nc(NNC(=O)CCC(=O)N3CCN(c4ccccc4F)CC3)n2n1
→ 0.0%	nt	nt	nt	nt
- Cc1c(Cl)cccc1NC(=O)Cn1cc(C(=O)C2CCCCC2)c2ccccc21
→ ?	nt	nt	nt	nt
- Cc1cccc(Cc2c(C)nc3c(-c4ccccc4)c(C)[nH]n3c2=O)c1
→ -1.1%	nt	nt	nt	nt
- CCOC(=O)c1sc(NC(=O)c2c(-c3ccccc3)c(-c3ccccc3)nn(C)c2=O)nc1C
→ -1.5%	nt	nt	nt	nt
- Cc1ccc(C)c(Nc2nc3nonc3nc2Nc2cccc(C)c2C)c1
→ -3.9%	nt	nt	nt	nt
- CCOc1ccc2nc(N3CCC(C(=O)Nc4ccccc4CC)CC3)sc2c1
→ 2.7%	nt	nt	nt	nt
- CN(C)S(=O)(=O)n1cc(/C=C(\NC(=O)c2ccccc2)C(=O)NCCCn2ccnc2)c2ccccc21
→ -4.0%	nt	nt	nt	nt
- CC(C)OCc1cc(CN2CCN(c3ccccc3)CC2)c(O)c2ncccc12
→ 2µM*	nt	nt	nt	nt
- CCOC(=O)c1ccc(NC(=O)c2cc(=O)c3ccc(C)c(C)c3o2)cc1
→ -1.0%	nt	nt	nt	nt
- C=Cc1ccccc1
→ nt	nt	1%[21.7 µM]	nt	8%
- O=C(NC1CCN(CCc2c[nH]c3ccccc23)CC1)c1ccccc1
→ nt	0%	2%	nt	nt
- C[C@@H]1C[C@H]2[C@@H]3CCC4=CC(=O)C=C[C@]4(C)[C@@]3(Cl)[C@@H](O)C[C@]2(C)[C@@]1(OC(=O)c1ccco1)C(=O)CCl
→ nt	nt	nt	0%	nt
- COC(=O)N/N=C/c1c[n+]([O-])c2ccccc2[n+]1[O-]
→ nt	nt	nt	1%	nt
- O=C(Nc1cc(-c2ccccc2)nn1-c1ccccc1F)c1ccc([N+](=O)[O-])cc1
→ nt	nt	nt	-10%	nt
- CC(=O)OCC(=O)[C@@]1(O)CC[C@H]2[C@@H]3CCC4=CC(=O)C=C[C@]4(C)[C@@]3(F)[C@@H](O)C[C@@]21C
→ nt	nt	nt	-5%	nt
- CC[C@]12CCCN3CCc4c(n(c5ccccc45)[C@](O)(C(=O)OC)C1)[C@@H]32
→ nt	nt	nt	-11%	nt
- C[C@H](CCC(=O)O)[C@H]1CC[C@H]2[C@@H]3[C@H](O)C[C@@H]4C[C@H](O)CC[C@]4(C)[C@H]3CC[C@]12C
→ nt	nt	nt	3%	nt
- CC1O[C@@H](OCC2O[C@@H](Oc3cc(O)c4c(c3)OC(c3ccc(O)cc3)CC4=O)[C@H](O)[C@@H](O)[C@@H]2O)[C@H](O)[C@H](O)[C@H]1O (some centres undefined)
→ nt	nt	nt	-4%	nt

14 structures already listed, ordered by number of heavy atoms, highest first.
Value order: Epigenetic derep	HTT aggregate	CBFb-RUNX1 inh	L3MBTL1 block	IMPase Li inh
- CN(C)S(=O)(=O)n1cc(/C=C(\NC(=O)c2ccccc2)C(=O)NCCCn2ccnc2)c2ccccc21
→ -4.0%	nt	nt	nt	nt
- Cc1nc2c3ccccc3nc(NNC(=O)CCC(=O)N3CCN(c4ccccc4F)CC3)n2n1
→ 0.0%	nt	nt	nt	nt
- CCOC(=O)c1sc(NC(=O)c2c(-c3ccccc3)c(-c3ccccc3)nn(C)c2=O)nc1C
→ -1.5%	nt	nt	nt	nt
- O=C(CCN1CCN(CCO)CC1)N1c2ccccc2Sc2ccc(C(F)(F)F)cc21
→ nt	4%	nt	nt	nt
- C[C@@H]1CC2[C@@H]3C[C@H](F)C4=CC(=O)C(Cl)=C[C@]4(C)[C@@]3(F)[C@H](O)C[C@]2(C)[C@@]1(O)C(=O)CO (some centres undefined)
→ nt	10%	nt	nt	nt
- CCOc1ccc2nc(N3CCC(C(=O)Nc4ccccc4CC)CC3)sc2c1
→ 2.7%	nt	nt	nt	nt
- Cc1ccc(C)c(Nc2nc3nonc3nc2Nc2cccc(C)c2C)c1
→ -3.9%	nt	nt	nt	nt
- Cc1cccc(Cc2c(C)nc3c(-c4ccccc4)c(C)[nH]n3c2=O)c1
→ -1.1%	nt	nt	nt	nt
- CC(=O)Nc1ccc(OC(=O)c2ccccc2OC(C)=O)cc1
→ nt	-2%	nt	nt	nt
- O=C(NCCCN1CCOCC1)c1ccc(Cl)cc1
→ nt	30%	nt	nt	nt
- NCc1ccccc1Sc1ccccc1CO
→ nt	18%	nt	nt	nt
- C=CCCCCCCCCC(=O)OC
→ nt	10%	nt	nt	nt
- CCOC(=O)c1ccccc1O
→ nt	10%	nt	nt	nt
- C=Cc1ccccc1
→ nt	nt	1%[21.7 µM]	nt	8%
